# FXIa inh 1536: blocks human coagulation factor XIa protease activity; actives 0.14% (n = 220,000); inhibition, % at 5 µM; purified FXIa, Boc-Glu-Ala-Arg-AMC fluorogenic substrate; AID 798; P03951;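 active = inhibition of at least 40%; inactive = inhibition below 40%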;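 note: fluorescence of freed AMC excited at 355 nm; 0% = enzyme without compound and 100% = no enzyme blank; many of its hits are not listed in these tables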
# Thrombin inh: thrombin (human) inhibition; P00734; alpha-thrombin, Boc-VPR-AMC fluorogenic substrate cleavage; inhibition, % at 5 µM; actives 0.26% (n = 220,000); AID 1046;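 active = inhibition at or above 40%; inactive = inhibition below 40%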;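 note: 0% = enzyme with no compound and 100% = wells without enzyme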
#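 System: human alpha-thrombin protein; Compound dosing: one concentration per compound, 5 µM, with 0.2% DMSO; Timing: reaction at room temperature; Technique: AMC fluorescence, 355/460 nm; Controls: enzyme without compound as high, wells lacking enzyme as low.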
# Hck Nef HTS: inhibitors of human Hck kinase activated by Nef; P08631; Recombinant Hck-YEEI plus Nef, Z-Lyte FRET kinase assay; inhibition, % at 20 µM; actives 0.68% (n = 220,000); AID 463187;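 active = Hck-Nef kinase inhibition above about 50%, limit read from the data; inactive = inhibition below that limit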;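 note: 0% = DMSO with Hck plus Nef and 100% = Hck alone without Nef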
# Target sequence (P08631 whole entry, looked up): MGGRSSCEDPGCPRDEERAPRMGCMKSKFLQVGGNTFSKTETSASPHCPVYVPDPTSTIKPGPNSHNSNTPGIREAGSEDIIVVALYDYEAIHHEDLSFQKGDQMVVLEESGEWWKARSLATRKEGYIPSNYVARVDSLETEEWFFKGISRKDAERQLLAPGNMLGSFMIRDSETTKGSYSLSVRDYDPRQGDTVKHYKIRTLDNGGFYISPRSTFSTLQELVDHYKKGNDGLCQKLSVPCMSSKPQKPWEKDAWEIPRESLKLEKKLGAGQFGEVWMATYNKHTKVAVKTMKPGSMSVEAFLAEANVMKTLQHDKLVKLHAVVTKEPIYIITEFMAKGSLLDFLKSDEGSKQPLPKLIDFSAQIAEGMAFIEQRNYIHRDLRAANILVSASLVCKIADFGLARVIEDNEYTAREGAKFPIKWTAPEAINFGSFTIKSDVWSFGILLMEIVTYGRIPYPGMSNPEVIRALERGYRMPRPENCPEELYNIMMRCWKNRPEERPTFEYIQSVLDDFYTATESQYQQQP
# Cl transport mod: modulators of human KCC2 chloride dependent transport; Q9H2X9; KCC2 cells, thallium flux FluoZin-2 fluorescence; B-score of Tl+ flux slope (higher = more flux/activation; lower = inhibition) at 10 µM; actives 2.2% (n = 190,000);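 active = thallium flux slope and its plate-corrected score both differing from the plate sample mean at a set confidence after two filtering rounds, in either direction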;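 note: slope of fluorescence scaled to starting intensity during 10 to 20 s after thallium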
# L929 necroptosis: L929 zVAD cell death inhibition | viability rescue, % at 10 µM | actives 0.38% (n = 220,000) | L929 zVAD necroptosis rescue, ATP luminescence, 24 h; with zVAD 60 µM;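 active = activation, scaled between plate controls, above about 75%, limit read from the data; inactive = activation under that limit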;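 note: 0% = zVAD with DMSO and 100% = DMSO alone without zVAD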
# TNF necrop inh: TNF-alpha cell death inhibition in Jurkat FADD-/- cells. Jurkat FADD-/- TNF necroptosis rescue, ATP luminescence, 24 h; 0 = TNF only, 100 = no-TNF cells. activation (protection from cell death), % at 10 µM. actives 0.068% (n = 220,000);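 active = activation, meaning protection from cell death, of at least 50% relative to plate controls; inactive = activation below 50%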;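 note: necroptosis triggered by 40 ng/mL TNF-alpha added together with compound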
# KLK5 inh: blocks human kallikrein 5 protease activity; Q9Y337; recombinant hK5, fluorogenic AMC substrate cleavage; inhibition, % at 5 µM; actives 0.59% (n = 210,000);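 active = inhibition of 40% or more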;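 note: 0% = enzyme controls without compound and 100% = no-enzyme blanks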
# Target sequence (Q9Y337 67-293 limits assumed): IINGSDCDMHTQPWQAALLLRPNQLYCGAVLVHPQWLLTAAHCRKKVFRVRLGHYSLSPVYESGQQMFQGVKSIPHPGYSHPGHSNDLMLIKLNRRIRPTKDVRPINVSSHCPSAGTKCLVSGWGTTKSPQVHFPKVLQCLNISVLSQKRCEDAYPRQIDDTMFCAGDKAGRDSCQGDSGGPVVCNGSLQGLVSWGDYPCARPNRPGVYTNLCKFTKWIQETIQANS
# FXIIa inh: inhibitors of human coagulation factor XIIa | P00748 | purified FXIIa, Boc-QGR-AMC fluorogenic substrate, 2 h | inhibition, % at 5 µM | actives 0.3% (n = 220,000); in the data active = inhibition above about 40%;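 note: 0% = enzyme with no compound and 100% = blank without enzyme; many of its hits are not listed in these tables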
# Rad51 HR inh: blocks human Rad51 in homologous recombination; Q06609; inhibition, % at 10 µM; hRad51 DNA strand exchange, fluorescence dequenching; AID 1385; actives 0.085% (n = 200,000);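 active = inhibition above 40% at the single screening dose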;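 note: 0% = DMSO control wells and 100% = blanks with heterologous ssDNA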
#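 material = hRad51 filaments on single-stranded DNA | reagent = Donor/quencher-labelled 47-bp dsDNA substrate | compound = 10 µM final, single point | schedule = strand-exchange reaction 15 min at room temperature | measured by = fluorescein emission 520 nm, excitation 485 nm | read-out basis = % inhibition versus plate control and blank means | benchmarks = plate controls and plate blanks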
# * marks the source's active call; other numbers are inactive results; . = no result given. This is a subset; rates above refer to the full screens.
molecule	FXIa inh 1536	Thrombin inh	Hck Nef HTS	Cl transport mod	L929 necroptosis	TNF necrop inh	KLK5 inh	FXIIa inh	Rad51 HR inh
O=C(N=Nc1c(O)[nH]c2ccc(Br)cc12)c1ccccc1-n1cccc1	0.6	-3.0	5.6	-0.287	-0.8	-17.8	-8.4	17.7	.
Nc1ccc(Oc2c(Cl)cccc2Cl)nc1	-3.6	0.8	6.6	0.17	0.0	-3.4	-7.0	3.3	-6.6
CSCCC(NC(=O)c1ccccc1Br)C(=O)Nc1ccc(C)cc1 (stereo not drawn)	3.7	-4.8	1.8	0.115	1.1	2.4	-8.2	12.8	0.8
CCN(CC)C(=O)CSCc1cnn(-c2ccccc2)c1-n1cccc1	6.0	-2.3	2.6	-1.84	-0.3	0.7	-7.1	14.9	-3.8
CCCCOc1ccc(C2OC34CCCCC3C(C#N)(C#N)C2(C#N)C(=N)O4)cc1 (stereo not drawn)	-17.8	-1.9	-0.7	0.482	0.3	-9.9	-1.8	8.3	5.7
CCOC(=O)c1c(C)[nH]c(C)c1C(=O)COC(=O)/C=C/c1cccc(F)c1	8.0	12.4	-0.1	0.0788	-1.3	1.3	52.2*	37.8	-4.9
CCOC(=O)CCC(=O)NNC(=O)c1ccc(NC(=O)c2ccccc2)cc1	0.1	-1.5	-1.2	0.0571	75.4*	-0.6	.	9.3	.
Cc1ccc(OCC(=O)N2CCN(C(=O)c3cccs3)CC2)cc1	-3.4	-5.2	5.5	0.278	-0.9	1.1	2.5	8.1	-3.9
O=C(c1cc(F)ccc1F)C1CCCN(C(=O)CCN2CCCCO2)C1 (stereo not drawn)	-1.0	-6.9	21.0	0.07	5.2	-0.1	2.0	11.8	-0.9
Cc1ccc(S(=O)(=O)c2nnn(-c3cccc(F)c3)c2N)cc1	-1.7	-11.0	24.0	1.43	-0.6	0.8	0.0	2.2	-18.1
CNC(=O)CN1C(=O)C2C3C=CC(C3)C2C1=O (stereo not drawn)	-6.0	-3.2	5.5	.	0.7	0.1	-20.1	9.3	6.0
COc1ccc(NC(=O)CCC(=O)c2cccs2)cc1S(=O)(=O)Nc1ccc(Cl)cc1	3.4	-6.3	2.3	-0.352	1.8	-0.9	-5.0	14.9	9.1
CCOC(=O)C1CCN(C(=O)C2CCN(S(=O)(=O)c3cccc4cccnc34)CC2)CC1	-0.9	-4.4	18.5	-0.165	0.8	2.4	-2.2	11.1	-3.9
COc1ccc(C(=O)NCCSC2CCCCC2)cc1	5.2	3.9	-0.6	-0.635	1.8	1.6	-7.2	8.2	.
O=C(CN1CCCC1)Nc1ccc([N+](=O)[O-])cc1Cl	-3.7	0.4	7.8	-0.412	5.3	0.5	-7.1	0.3	16.9
CCCC(C)C(=O)Nc1ccc2c(c1)OCCO2 (stereo not drawn)	-5.0	-13.1	5.6	0.145	-0.2	19.3	0.7	-14.2	7.7
Cc1nc(C(=O)Nc2ccccc2)sc1C(=O)Nc1ccccc1	0.9	1.2	20.6	-0.255	-0.4	1.2	0.4	10.1	18.9
CNC(=O)CS(=O)CC(=O)Nc1cc(OC(C)C)c(Cl)cc1Cl (stereo not drawn)	-2.4	-10.0	-0.9	-0.297	-0.8	-0.5	.	4.1	.
O=C(COc1ccc2c(c1)CCC2)N1CCc2ccccc21	7.2	0.6	0.7	-1.53	0.1	-2.8	2.1	6.2	-3.8
CCOC(=O)C1(CCCc2ccccc2)CCN(Cc2cnn(C)c2)CC1	-4.2	-4.5	-1.3	-1.12	-1.8	1.2	.	5.8	11.9
Cc1ccccc1CS(=O)(=O)c1ccc(C(=O)N2CCC(C)CC2)cc1[N+](=O)[O-]	-1.0	-1.0	21.7	-0.929	-0.1	-4.9	-1.9	5.0	1.2
CCOC(=O)NC1(C(F)(F)F)C(=O)N(Cc2ccccn2)C2=C1C(=O)CC(C)(C)C2 (stereo not drawn)	1.9	4.5	4.1	-0.433	-0.2	-0.3	-13.1	19.0	-5.8
COc1ccc(C2c3ccsc3CCN2C(=O)NC(C)(C)C)cc1 (stereo not drawn)	-15.3	-0.9	6.1	-1.58	-0.1	-0.5	26.5	11.0	-3.0
CCOC(=O)C(CC)Sc1ccc2nnc(CCNS(=O)(=O)c3ccccc3)n2n1 (stereo not drawn)	4.1	2.8	2.8	0.485	-0.4	0.1	.	13.2	.
CCCN(CC(=O)c1cc(C)n(C)c1C)S(=O)(=O)c1cccc(C(F)(F)F)c1	6.3	2.1	1.3	.	10.2	-1.4	-0.6	18.5	5.4
COc1ccc(CNC(=O)c2ccc(CNc3c(NC4CCCCC4)c(=O)c3=O)cc2)cc1	4.6	1.6	-0.9	-0.155	.	1.0	-8.6	13.7	.
CCN(CCNCC(O)COCc1ccc(Cl)cc1)c1cccc(C)c1 (stereo not drawn)	-1.2	-4.8	-3.8	1.05	0.3	7.0	-1.7	5.3	2.1
COc1cc2c(cc1OC)CN(C(=S)Nc1ccccc1Cl)CC2	-3.5	-1.5	7.1	-0.121	7.6	1.3	-1.1	9.5	2.6
Cc1noc(C)c1C(=O)N1CCN(c2cccc(Cl)c2)CC1	9.6	-0.5	27.3	0.0528	0.8	0.7	-1.6	0.2	1.1
CC(=O)NCCc1csc(-c2ccccc2)n1	0.6	-1.3	8.0	0.0603	-1.2	-0.7	1.7	5.7	1.7
O=c1cc(O)n(-c2ccccc2F)c(=S)[nH]1	-1.5	1.1	-0.1	-0.713	0.3	-0.2	-7.6	6.2	-9.3
CCC1(C(=O)O)NC(c2cc(OC)ccc2O)C2C(=O)N(Cc3ccccc3)C(=O)C21 (stereo not drawn)	0.3	-5.8	15.8	-0.675	0.5	1.0	4.9	5.8	8.7
Cc1ccc(F)c([C@H]2[C@@H]3C=CCC[C@@]3(C)C(=O)N2Cc2ccccc2)c1	-2.5	-2.7	25.9	-0.771	0.3	-6.9	-0.5	8.6	15.3
CCCOc1ccc(C(CC(=O)O)NC(=O)CC(c2ccccc2)c2ccccc2)cc1 (stereo not drawn)	2.1	0.1	9.5	0.0987	0.1	-1.9	.	10.2	.
Cc1ccc(C(=O)COc2ncnc3cc(Cl)ccc23)cc1	0.3	-0.4	2.2	-0.094	0.6	1.8	-5.0	10.5	8.0
CCOC(=O)C1=C(C)Nc2ccccc2S1	-0.1	-4.0	7.0	-0.738	2.0	1.0	-0.2	5.5	2.0
COc1ccc(NC(=O)CCn2nnc(-c3ccc(C)cc3)n2)cc1OC	2.8	0.0	10.1	-0.349	6.6	1.5	-5.9	7.4	-2.2
N#Cc1ccsc1NC(=O)CN1CCCCCC1	-11.7	2.2	5.4	1.33	2.2	0.3	-15.1	2.9	1.9
CCCCCOc1ccc(/C=c2\sc3nc(=O)c(-c4ccccc4)nn3c2=O)cc1OC	11.9	-0.9	2.1	-0.185	1.8	0.9	-1.7	9.4	-26.0
Cc1ccc(-c2csc3n[nH]c(=S)n23)cc1	-5.7	-15.4	0.7	1.12	1.7	-0.4	0.9	-12.9	3.4

# Part of the list above, limited to Hck Nef HTS and FXIIa inh:
compound | Hck Nef HTS | FXIIa inh
O=C(CN1CCCC1)Nc1ccc([N+](=O)[O-])cc1Cl | 7.8 | 0.3
CCCC(C)C(=O)Nc1ccc2c(c1)OCCO2 (stereo not drawn) | 5.6 | -14.2
Cc1nc(C(=O)Nc2ccccc2)sc1C(=O)Nc1ccccc1 | 20.6 | 10.1
CNC(=O)CS(=O)CC(=O)Nc1cc(OC(C)C)c(Cl)cc1Cl (stereo not drawn) | -0.9 | 4.1
O=C(COc1ccc2c(c1)CCC2)N1CCc2ccccc21 | 0.7 | 6.2
CCOC(=O)C1(CCCc2ccccc2)CCN(Cc2cnn(C)c2)CC1 | -1.3 | 5.8

# Additional structures
molecule	FXIa inh 1536	Thrombin inh	Hck Nef HTS	Cl transport mod	L929 necroptosis	TNF necrop inh	KLK5 inh	FXIIa inh	Rad51 HR inh
Cn1cccc1CC(=O)N/N=C/c1ccc([N+](=O)[O-])cc1	2.5	-6.2	14.1	2.92	0.7	-1.7	7.1	2.2	-2.3
Cc1ccc(NC(=O)C2(c3ccccc3)CC2(Cl)Cl)cc1C (stereo not drawn)	-13.1	-4.8	0.8	0.1	0.5	0.2	0.8	-3.8	.
Cc1nc(CSc2nc3[nH]ncc3c(=O)n2-c2ccccc2)cs1	-12.8	3.6	3.1	.	0.0	0.2	4.1	-1.9	8.4
Cc1ccc([N+](=O)[O-])cc1N/C=C/C(=O)c1ccco1	1.5	-0.1	0.6	0.157	0.0	-20.6	-1.6	8.3	-4.4
CSc1nncc(-c2ccccc2)n1	-3.1	-7.4	20.1	.	14.6	-0.8	-1.3	5.7	-2.1
O=C(NCCCN1CCCC1)c1ccc(CSCc2cccc(Cl)c2)o1	8.0	-2.0	0.8	0.864	0.0	-2.0	0.4	20.3	1.4
CCOC(=O)C1(CCOC)CCN(Cc2nc(-c3cccs3)oc2C)CC1	0.9	-4.0	5.7	1.49	-1.6	-0.3	.	9.1	-29.2
COc1ccc(C(=O)NN)cc1	1.9	-6.8	11.0	-0.197	1.5	2.6	-9.6	1.1	13.1
Cc1cccc(NC(=O)c2ccc(-n3ccnc3)nc2)c1	1.4	-3.5	0.7	-0.598	0.1	-2.8	-8.1	13.7	-32.5
COCCN1CCn2c(nc3cc(Nc4nnc(C)c5ccccc45)ccc32)C1	-2.3	-6.1	44.1	0.183	0.5	0.8	3.7	6.2	-4.6
COc1ccc(C(=O)N/N=C2\CCS(=O)(=O)c3ccc(F)cc32)cc1OC	-2.9	-2.9	24.9	0.15	-0.3	-2.7	-0.3	5.0	5.0
CCOC(=O)C1CCN(c2cc(=O)n(-c3ccc(OC)cc3)c(=O)[nH]2)CC1	3.1	-5.2	0.3	0.0575	-0.3	-0.5	-1.5	11.5	1.0
O=C(NCc1ccccn1)C1CCN(S(=O)(=O)N2CCCCC2)CC1	0.3	-8.0	-1.4	.	-0.4	0.2	-23.1	7.2	1.5
COC(=O)c1ccccc1NC1=C/C(=N\S(=O)(=O)c2cccs2)c2ccccc2C1=O	0.4	-1.9	-0.9	.	16.2	-12.6	-6.3	5.2	.
CS(=O)(=O)Nc1ccc(C(=O)NCCSCc2c(F)cccc2Cl)cc1	2.0	-0.7	3.4	-1.84	1.0	0.8	.	11.2	4.4
c1ccc(CO/N=C(\c2ccc(C3CC3)nc2)C2CC2)cc1	-0.1	-3.8	1.3	-1.26	0.2	0.2	.	8.3	-7.7

# Random excerpt: two records from the list
molecule	FXIa inh 1536	Thrombin inh	Hck Nef HTS	Cl transport mod	L929 necroptosis	TNF necrop inh	KLK5 inh	FXIIa inh	Rad51 HR inh
CS(=O)(=O)Nc1ccc(C(=O)NCCSCc2c(F)cccc2Cl)cc1	2.0	-0.7	3.4	-1.84	1.0	0.8	.	11.2	4.4
Cc1cccc(NC(=O)c2ccc(-n3ccnc3)nc2)c1	1.4	-3.5	0.7	-0.598	0.1	-2.8	-8.1	13.7	-32.5
